Ub-GFP proteasome: inhibits proteasome, raising ubiquitin-GFP reporter fluorescence. Ubiquitin-GFP reporter cells, proteasome inhibition, GFP fluorescence; response scale: untreated = 0%, 10 µM MG-132 = 100%. 67,000 tested, under 10 active. Potency, µM (highest dose often 45.9 µM), for inactives: at the highest dose activation (GFP accumulation), usual class: activators; active = well fitted activation curve with a large enough effect, not every such curve was filed as active; inconclusive = small, poorly fitted or top-dose-only effect, or another doubt; inactive = no such curve, though single readings can be large or run the other way; also: potency is read from the fitted curve at half-maximal effect
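U2OS cells stably expressing ubiquitin(G76V)-GFP, seeded overnight in 0.5% FBS medium, were exposed to compounds (qHTS, 46 uM to 2.9 nM) for 4 hr at 37 °C. GFP-positive cells were counted by laser cytometry (488 ex/515 em), normalized between basal and 10 uM MG-132.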
Hsp90 Hop PPI: changes Hsp90-Hop TPR2A binding signal, up or down; AlphaScreen TPR2A-His6 binding biotin-Hsp90 C-terminal peptide; Potency, µM (top dose mostly 57 µM), without a hit: top-dose activity change, negative = inhibition; 0.44% of 71,000 active; AID 595; active = well fitted curve in either direction with a large enough effect; inconclusive = small, poorly fitted or top-dose-only effect, or another doubt; also: potency is read from the fitted curve at half-maximal effect; % is scaled to controls: 0 for no effect and ±100 for the full control effect; many of its hits are not listed in these tables
HBB splicing: hemoglobin beta splicing modulation | Potency, µM (highest dose often 46.1 µM), for inactives: at the top dose activation, most hits filed as activators | AID 925 | 0.06% of 65,000 active | HBB splicing reporter cell assay, activation; EGFP reporter with mutant IVS2-654 intron; response scale: normalised to 500 nM splice-correcting PNA; also: potency is read from the fitted curve at half-maximal effect; 0% is about no effect
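Compounds were applied for 2 days to HeLa EGFP-654 cells, 500/well in Optimem with 2% FCS. The reporter's EGFP is disrupted by mis-splicing of beta-globin intron IVS2-654. Readout: summed well GFP fluorescence from 488 nm laser scanning; reference was 500 nM antisense […] 654 PNA.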
DNA Pol III inh: inhibitors of bacterial DNA polymerase III holoenzyme; reconstituted DNA polymerase III holoenzyme replication, biochemical; Potency, µM (top dose mostly 57.1 µM), for the others: at the top dose activity change, negative = inhibition; 0.25% of 71,000 active; also: potency is read from the fitted curve at half-maximal effect; % is scaled to controls: 0 for no effect and ±100 for the full control effect
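Reconstituted *E. coli* holoenzyme (0.35 nM Pol III, 1 nM beta, 154 nM SSB, 2 nM primase) was preincubated with compound for 15 min at RT. Synthesis on 1.4 nM ssM13Gori ran 35 min, then was stopped with PicoGreen/EDTA and read as dsDNA fluorescence.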
HADH2 inh: blocks human hydroxyacyl-CoA dehydrogenase type II. recombinant HADH2, NADH fluorescence, beta-hydroxybutyryl-CoA. Potency, µM (highest dose often 57.1 µM), for the others: top-dose activity change, negative = inhibition, most hits filed as inhibitors. 3.4% of 73,000 active. AID 886. Q99714; also: potency is read from the fitted curve at half-maximal effect; % is scaled to controls: 0 for no effect and ±100 for the full control effect; nearly all actives have a fitted effect of over 60% in size; many of its hits are not listed in these tables
Target sequence (Q99714 whole entry, looked up, one chain of several): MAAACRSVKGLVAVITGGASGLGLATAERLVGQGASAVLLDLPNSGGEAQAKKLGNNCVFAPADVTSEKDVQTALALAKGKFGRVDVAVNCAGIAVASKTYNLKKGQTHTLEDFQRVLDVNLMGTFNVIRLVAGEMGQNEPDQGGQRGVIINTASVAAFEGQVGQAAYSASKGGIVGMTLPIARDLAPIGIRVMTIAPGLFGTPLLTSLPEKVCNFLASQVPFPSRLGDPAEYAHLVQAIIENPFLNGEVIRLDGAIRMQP
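Activity measured as NADH fluorescence gain (360/450 nm), taken as the change between first and last reads of a 4-min kinetic run. Conditions: pH 9.0 Tris buffer, 20 nM E. coli-expressed His-tagged enzyme, 1 mM NAD+, 90 uM beta-hydroxybutyryl-CoA; 15-min compound preincubation.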
15-hLO inh: 15-hLO (ALOX15) enzyme inhibition | P16050 | purified 15hLO-1, xylenol orange hydroperoxide absorbance | Potency, µM (titrated, usually from 57.1 µM), for inactives: top-dose activity change, negative = inhibition, actives largely listed as inhibitors | 1.4% of 74,000 active; also: potency is read from the fitted curve at half-maximal effect; % is scaled to controls: 0 for no effect and ±100 for the full control effect; nearly all actives have a fitted effect of over 55% in size
Target sequence (P16050 whole entry, looked up): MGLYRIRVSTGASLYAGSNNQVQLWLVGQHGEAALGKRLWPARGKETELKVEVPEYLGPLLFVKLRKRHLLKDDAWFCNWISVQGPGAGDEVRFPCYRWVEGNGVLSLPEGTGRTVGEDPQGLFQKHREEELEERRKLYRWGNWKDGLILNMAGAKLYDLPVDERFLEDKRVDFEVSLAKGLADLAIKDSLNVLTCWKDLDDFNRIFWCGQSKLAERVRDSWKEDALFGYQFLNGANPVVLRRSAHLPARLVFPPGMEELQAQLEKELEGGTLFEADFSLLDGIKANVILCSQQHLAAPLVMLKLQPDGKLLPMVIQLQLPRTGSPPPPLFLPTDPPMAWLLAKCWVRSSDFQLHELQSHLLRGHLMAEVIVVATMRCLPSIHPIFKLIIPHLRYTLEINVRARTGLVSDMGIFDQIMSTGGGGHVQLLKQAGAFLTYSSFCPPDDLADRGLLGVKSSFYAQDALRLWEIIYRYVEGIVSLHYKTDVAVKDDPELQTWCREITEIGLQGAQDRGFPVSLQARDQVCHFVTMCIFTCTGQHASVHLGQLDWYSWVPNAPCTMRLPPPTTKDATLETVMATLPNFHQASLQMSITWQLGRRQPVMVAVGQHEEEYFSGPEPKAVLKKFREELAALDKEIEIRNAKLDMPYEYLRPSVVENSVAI
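40 nM 15hLO-1 + cpd, 15 min RT; start w/ 50 uM AA (final), 6 min RT; stop/detect w/ 200 uM XO + 300 uM Fe(II) in 50 mM H2SO4, 30 min; A573/A405. Buffer 25 mM Hepes pH 7.5, 0.01% Triton X-100. No-enzyme wells as negative control.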
Tau filament bind: binders of human tau filaments | P10636 | recombinant tau filaments, thioflavin S fluorescence, 15 h; filaments grown with octadecylsulfate alongside compound | Potency, µM (doses to about 57.1 µM), for inactives: at the top dose activity change, negative = inhibition | 2% of 71,000 active;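 also: potency is read from the fitted curve at half-maximal effect; % is scaled to controls: 0 for no effect and ±100 for the full control effect; actives lower thioflavin S fluorescence by blocking filaments or displacing dye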
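Read-out: ThS fluorescence, 450 nm excitation/510 nm emission; lower signal marks blocked filament formation or displaced dye. Tau at 1 uM with 30 uM ODS, 10 uM ThS, 5 mM DTT, 100 mM NaCl, 10 mM HEPES pH 7.4; 15 h, 37 C.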
ERK AVP block: inhibitors of vasopressin-stimulated ERK signaling pathway | HEK293-V1b, vasopressin-stimulated pERK AlphaScreen | AID 995 | 0.99% of 72,000 active | Potency, µM (top dose mostly 57.5 µM), without a hit: top-dose activity, negative = inhibition, hits mostly inhibitors; also: potency is read from the fitted curve at half-maximal effect; % is scaled to controls: 0 for no effect and ±100 for the full control effect; nearly all actives have a fitted effect of over 55% in size
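qHTS, compounds titrated on V1b-expressing HEK293 cells. Preincubation 30 min at 37C, vasopressin 25 nM for 5 min, lysis 10 min, bead incubation 5 hr at room temperature.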
FLuc inh: inhibitors of firefly luciferase | purified firefly luciferase, luminescence, 8 min | Potency, µM (highest dose often 57.1 µM), inactives show top-dose activity change, negative = inhibition, actives largely listed as inhibitors | 2.2% of 72,000 active | AID 411; also: potency is read from the fitted curve at half-maximal effect; % is scaled to controls: 0 for no effect and ±100 for the full control effect; nearly all actives have a fitted effect of over 40% in size
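qHTS concentration-response profiling: light output of P. pyralis luciferase with luciferin and 10 uM ATP, imidazole buffer pH 7.2. Read by luminescence after 8-min room-temperature incubation.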
Epigenetic mod: epigenetic GFP locus derepression in mouse cells; mouse C127i GFP locus derepression, cytometry, 30 h; Potency, µM (highest dose often 46.1 µM), without a hit: at the top dose GFP derepression (activation); 0.09% of 68,000 active; AID 597; also: % of control where 0% means no effect
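Murine C127i mammary cells carrying a silenced, stably integrated CMV-driven GFP reporter were treated with compound for 30 hours at 37 C. After PBS washes, GFP-positive cells were counted by laser-scanning microplate cytometry.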
CRE-bla Fsk: alters forskolin-stimulated CRE reporter signaling in CHO cells; 2.5% of 71,000 active; AID 662; Potency, µM (top dose mostly 38.2 µM), without a hit: top-dose activity change, negative = inhibition, most hits filed as activators; CHO CRE-bla reporter (cAMP response element driving beta-lactamase), forskolin EC10, beta-lactamase ratio; active = well fitted activation curve with a large enough effect in the signal ratio, with a control signal flat, not every such curve was filed as active; inconclusive = small, poorly fitted or top-dose-only effect, or effect the other way, or a change in a side signal; the % refers to the signal ratio; also: potency is read from the fitted curve at half-maximal effect; % of control where 0% means no effect
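Modulation of forskolin-driven signalling is measured in CHO cells carrying a CRE-controlled beta-lactamase reporter. Cells are stimulated with EC10 NKH 477 in the presence of titrated compound for 3 h at 37 °C, then loaded with CCF4 for 2 h at room temperature.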
Starred values were filed as active, the others as inactive; ? = inconclusive; . = no result given; [ ] = dose if it differs, or a comment. Unless noted, calls follow the shape of the dose curve; as a rule, active = well fitted curve in the direction sought with a large enough effect; inconclusive = small, poorly fitted or top-dose-only effect, or another doubt; inactive = no such curve, though single readings can be large; an effect the other way counts as inactive or inconclusive. Only part of the results is shown. The share of hits here may be higher or lower than overall.

cpd | molecule | Ub-GFP proteasome | Hsp90 Hop PPI | HBB splicing | DNA Pol III inh | HADH2 inh | 15-hLO inh
1 | O=C(CSc1nnc(-c2cccnc2)n1C1CCCCC1)NC1CCCC1 | 5% | -2% | -3.6% | -4% | -6% | 3%
2 | COCCn1nnnc1C(c1cc2cc(C)ccc2[nH]c1=O)N1CCN(C2CCCCC2)CC1 (centres undefined) | -6% | -1% | -6.6% | -9% | -2% | -27%
3 | COc1ccccc1NS(=O)(=O)c1ccc2oc(SC3CCOC3=O)nc2c1 (centres undefined) | 2% | -3% | -0.1%[57.5 µM] | -3% | ? | -1%
4 | CC(C)=NOCc1ccc(-c2cn([C@@H]3COC[C@@H]3O)nn2)cc1 | . | . | 2.5%[9.22 µM] | . | ? | 2%[11.4 µM]
5 | Cc1noc(C)c1S(=O)(=O)N(CC(=O)N1CCc2ccccc21)c1ccc(C(C)C)cc1 | -9% | -4%[2.3 µM] | -0.2% | -2% | 7% | 0%
6 | CC(=O)Nc1ccc(Cl)c(C(N)=O)c1 | 0% | -3% | 1.1% | -1% | 8% | 5%
7 | CC(C)CNC(=O)c1cccc(NC(=O)c2ccc(NC(=O)c3ccco3)cc2)c1 | -3% | -2% | 0.1% | -3% | 1% | -16%
8 | COc1cccc(-n2nnnc2SCC(=O)c2ccc(NC(C)=O)cc2)c1 | 0% | ? | . | -4% | 24% | -2%
9 | CS(=O)(=O)N1CCCC(C(=O)NCc2ccco2)C1 (centres undefined) | -4% | -13% | -1.4% | -5% | ? | ?
10 | CCOC(=O)c1ccc(CNC(=O)c2cc3cccc(OC)c3oc2=O)o1 | -9% | 4% | -1.5% | 0% | -5% | -1%
11 | Cc1ccccc1S(=O)(=O)Cc1ccc(C(=O)N2CC(C)CC(C)C2)o1 (centres undefined) | -10% | -1%[2.3 µM] | -0.1% | -2% | 2% | -18%
12 | COc1ccc(CN(CC(=O)NCC2CCCO2)C(=O)CNS(=O)(=O)c2ccc(C)cc2)cc1 (centres undefined) | -2% | -1% | . | -7% | 4% | -1%
13 | CCOc1ccccc1N(CC(=O)OC)S(C)(=O)=O | -5% | 0% | . | -6% | 1% | 6%
14 | COc1ccc(CC(NC(C)=O)C(=O)N2CCN(C(=O)Nc3ccc(Cl)cc3)CC2)cc1OC (centres undefined) | -5% | -3% | . | 0% | 10% | -8%
15 | O=C(CCSc1ccccc1)N1CCOCC1 | 0% | -2% | 0.8% | -5% | 2% | -3%

cpd | Tau filament bind | ERK AVP block | FLuc inh | Epigenetic mod | CRE-bla Fsk
1 | -1% | -2% | 1% | -2% | -3%
2 | 27% | -14% | 1% | -1% | -13%
3 | 4% | ? | 2% | 3% | 6%
4 | . | 12%[11.5 µM] | 1%[11.4 µM] | . | .
5 | 17% | 5% | 0% | . | 0%
6 | 8% | -1% | 3% | 2% | 4%
7 | 361% | -23% | -1% | 2% | 8%
8 | 38% | 40%[activator] | 2% | 2% | ?
9 | -19% | ? | -25% | 3% | 0%
10 | 0% | 4% | 0% | 1% | ?
11 | -6% | -11% | -2% | . | 2%
12 | -10% | -6% | 5% | -1% | -5%
13 | -7% | -12% | 1% | 5% | -7%
14 | 3% | -18% | -2% | -5% | -10%
15 | -6% | 4% | -12% | -3% | -2%

(cont.)
cpd | molecule | Ub-GFP proteasome | Hsp90 Hop PPI | HBB splicing | DNA Pol III inh | HADH2 inh | 15-hLO inh
16 | c1csc(CNc2ncnc3ccc(-c4ccoc4)cc23)c1 | -7% | -11% | -1.2% | -10% | -10% | -1%
17 | c1ccc(-c2cc3c(nn2)CCc2nonc2-3)cc1 | -8% | ? | -1.3%[57.5 µM] | 2% | ? | -11%
18 | O/N=C1\CC/C(=N\O)c2nn(-c3ccccc3Cl)nc21 | 1% | -1% | -1.2% | -5% | 2% | -7%
19 | N#Cc1cccc(NC(=O)N2CCCC3(CCN(C(=O)c4cccc(F)c4)CC3)C2)c1 | -1% | -4% | 1.1% | 3% | 0% | 1%
20 | O=C(CN1C(=O)CSc2ccccc21)NCCC1=CCCCC1 | -3% | -2% | 1.0%[57.5 µM] | 0% | 7% | 2%
21 | N#CCc1ccc(NC(=O)Nc2cccc(Cl)c2)cc1 | -3% | 2% | -0.8% | 1% | 14% | -3%
22 | COc1ncc2nc(-c3cn(C)c4ccccc34)c(=O)n(CCc3ccccc3)c2n1 | 10% | 29% | 1.1% | 5% | 9% | 0%

cpd | Tau filament bind | ERK AVP block | FLuc inh | Epigenetic mod | CRE-bla Fsk
16 | -15% | -25% | 0%[2.29 µM] | 2%[9.22 µM] | ?
17 | -16% | 51%[activator] | 2% | -2% | -1%
18 | 3% | 7% | 0% | 11% | ?
19 | 9% | -15% | 2%[11.4 µM] | 0%[9.22 µM] | -16%
20 | 9% | -1% | 2% | -3% | 9%
21 | -8% | -18% | -16% | 0% | ?
22 | 183% | 7% | 1%[11.4 µM] | 0%[9.22 µM] | ?

Quoted at random: two entries already listed.
cpd | molecule | Ub-GFP proteasome | Hsp90 Hop PPI | HBB splicing | DNA Pol III inh | HADH2 inh | 15-hLO inh
21 | N#CCc1ccc(NC(=O)Nc2cccc(Cl)c2)cc1 | -3% | 2% | -0.8% | 1% | 14% | -3%
18 | O/N=C1\CC/C(=N\O)c2nn(-c3ccccc3Cl)nc21 | 1% | -1% | -1.2% | -5% | 2% | -7%

cpd | Tau filament bind | ERK AVP block | FLuc inh | Epigenetic mod | CRE-bla Fsk
21 | -8% | -18% | -16% | 0% | ?
18 | 3% | 7% | 0% | 11% | ?

An excerpt from above in order of count of non-hydrogen atoms, highest first.
cpd | molecule | Ub-GFP proteasome | Hsp90 Hop PPI | HBB splicing | DNA Pol III inh | HADH2 inh | 15-hLO inh
22 | COc1ncc2nc(-c3cn(C)c4ccccc34)c(=O)n(CCc3ccccc3)c2n1 | 10% | 29% | 1.1% | 5% | 9% | 0%
16 | c1csc(CNc2ncnc3ccc(-c4ccoc4)cc23)c1 | -7% | -11% | -1.2% | -10% | -10% | -1%
21 | N#CCc1ccc(NC(=O)Nc2cccc(Cl)c2)cc1 | -3% | 2% | -0.8% | 1% | 14% | -3%

cpd | Tau filament bind | ERK AVP block | FLuc inh | Epigenetic mod | CRE-bla Fsk
22 | 183% | 7% | 1%[11.4 µM] | 0%[9.22 µM] | ?
16 | -15% | -25% | 0%[2.29 µM] | 2%[9.22 µM] | ?
21 | -8% | -18% | -16% | 0% | ?

Single records (already shown).
COc1ncc2nc(-c3cn(C)c4ccccc34)c(=O)n(CCc3ccccc3)c2n1 is listed with Ub-GFP proteasome: 10%; Hsp90 Hop PPI: 29%; HBB splicing: 1.1%; DNA Pol III inh: 5%; HADH2 inh: 9%; 15-hLO inh: 0%; Tau filament bind: 183%; ERK AVP block: 7%; FLuc inh: 1%[11.4 µM]; Epigenetic mod: 0%[9.22 µM]; CRE-bla Fsk: ?
N#CCc1ccc(NC(=O)Nc2cccc(Cl)c2)cc1 is listed with Ub-GFP proteasome: -3%; Hsp90 Hop PPI: 2%; HBB splicing: -0.8%; DNA Pol III inh: 1%; HADH2 inh: 14%; 15-hLO inh: -3%; Tau filament bind: -8%; ERK AVP block: -18%; FLuc inh: -16%; Epigenetic mod: 0%; CRE-bla Fsk: ?
O=C(CN1C(=O)CSc2ccccc21)NCCC1=CCCCC1 is listed with Ub-GFP proteasome: -3%; Hsp90 Hop PPI: -2%; HBB splicing: 1.0%[57.5 µM]; DNA Pol III inh: 0%; HADH2 inh: 7%; 15-hLO inh: 2%; Tau filament bind: 9%; ERK AVP block: -1%; FLuc inh: 2%; Epigenetic mod: -3%; CRE-bla Fsk: 9%
